# Bim-Bcl-2: inhibitors of Bim-Bcl-2 interaction, human. Bead-based flow cytometry, Bim peptide-Bcl-2 binding. inhibition, % at 10 µM. 190,000 compounds, 0.06% hits; in the data active = inhibition above about 40%; inconclusive = no clear call, values can overlap the other calls;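 also: 0% = no compound wells with probe peptide and 100% = reference peptide inhibitor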
# Target sequence (P10415 whole entry, looked up): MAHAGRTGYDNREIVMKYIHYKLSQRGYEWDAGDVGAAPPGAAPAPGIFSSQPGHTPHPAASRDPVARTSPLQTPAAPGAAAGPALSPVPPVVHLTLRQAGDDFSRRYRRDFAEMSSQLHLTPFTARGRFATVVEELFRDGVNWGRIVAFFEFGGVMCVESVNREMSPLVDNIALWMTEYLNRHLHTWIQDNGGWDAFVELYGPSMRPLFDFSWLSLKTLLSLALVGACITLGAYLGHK
# RGS4-Gao reg: modulates binding of RGS4 to human Galphao; P09471; Multiplexed bead flow cytometry; actives lie on both sides; binding response (% of control), % at 10 µM; 220,000 compounds, 0.33% hits; in the data active = binding response below about 49% or above about 150%; inactive = in between;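 also: fluorescent Galphao activated with aluminum fluoride binding bead-coupled RGS4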
# RGS8-Gao: regulators of human RGS8-Galphao interaction; P09471; response (percent of control binding), % at 10 µM; 220,000 compounds, 0.34% hits; AID 1423; multiplexed bead flow cytometry, RGS8-Galphao binding; actives lie on both sides; in the data active = response below about 60% or above about 140%; inactive = in between;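 also: Galphao activated as the GDP aluminium fluoride complex binding bead-coupled RGS8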
# Bcl-W Bim block: human Bim-Bcl-W interaction inhibition; bead-based flow cytometry, Bim peptide-Bcl-W binding; 190,000 compounds, 0.02% hits; AID 952; Q92843; inhibition, % at 10 µM;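 also: 0% = bound tracer without compound and 100% = peptide blocker; higher means less fluorescent Bim peptide bound to Bcl-W beads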
# Target sequence (Q92843 whole entry, looked up): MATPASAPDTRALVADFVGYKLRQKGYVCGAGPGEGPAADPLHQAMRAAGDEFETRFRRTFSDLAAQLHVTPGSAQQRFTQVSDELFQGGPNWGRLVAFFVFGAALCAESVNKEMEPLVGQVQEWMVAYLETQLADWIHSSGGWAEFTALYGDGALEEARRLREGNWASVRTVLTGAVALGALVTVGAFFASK
# GSH fluor: GSH bead compound fluorescence profile. AID 1776. GSH beads flow cytometry, compound fluorescence 488/530 nm; hits give high values. 190,000 compounds, 0.25% hits. fluorescence (KMESF) at 10 µM; in the data active = fluorescence above about 89;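 also: glutathione beads carrying GST-tagged Bcl family fusion proteins plus one bare bead set; values are compound well signal with DMSO vehicle wells as background; inactives centre near 16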
# Bfl-1 Bim block: disrupts Bim binding to human Bfl-1; Bead-based flow cytometry, Bim-Bfl-1 binding inhibition; Q16548; 190,000 compounds, 0.12% hits; inhibition, % at 10 µM; AID 1008;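 also: 0% = wells without compound plus tracer and 100% = blocker peptide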
# RGS7-Gao reg: regulators of human RGS7-Galphao interaction; binding response (% of control), % at 10 µM; 220,000 compounds, 0.35% hits; Multiplexed bead flow cytometry, RGS7-Galphao binding; actives lie on both sides; P09471; in the data active = binding response below about 49% or above about 150%; inconclusive = no clear call, values can overlap the other calls; inactive = in between;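 also: fluorescent Galphao held in activated GDP-AlF4 state binding bead-coupled RGS7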
# Bcl-B Bim block: disrupts Bim peptide binding to human Bcl-B | Q9HD36 | bead-based flow cytometry | inhibition, % at 10 µM | 190,000 compounds, 0.073% hits | AID 951;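 also: 0% = tracer peptide without compound and 100% = reference inhibitor peptide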
# Bim-Mcl-1: inhibitors of Bim-Mcl-1 interaction, human. Q07820. Bead-based flow cytometry, Bim peptide-Mcl-1 binding. inhibition, % at 10 µM. 190,000 compounds, 0.1% hits. AID 1009;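 also: 0% = no compound tracer wells and 100% = peptide blocker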
# Target sequence (Q07820 whole entry, looked up): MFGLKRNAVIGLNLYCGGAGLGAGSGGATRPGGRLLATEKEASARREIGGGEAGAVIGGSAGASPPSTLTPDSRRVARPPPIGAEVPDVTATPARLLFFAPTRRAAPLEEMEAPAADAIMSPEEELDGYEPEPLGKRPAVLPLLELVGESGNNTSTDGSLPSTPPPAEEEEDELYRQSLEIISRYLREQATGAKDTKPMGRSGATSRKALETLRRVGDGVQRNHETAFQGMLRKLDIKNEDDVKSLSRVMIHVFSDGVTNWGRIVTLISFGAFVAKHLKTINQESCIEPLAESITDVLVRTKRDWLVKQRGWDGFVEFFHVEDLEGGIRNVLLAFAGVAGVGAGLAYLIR
# Mcl1-Bid inh: Mcl-1/Bid interaction inhibition; Q07820; TR-FRET Mcl-1/Bid-Dy647 peptide binding, 1536-well; inhibition, % at 21.7 µM; 220,000 compounds, 0.97% hits; AID 1021;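 active = compounds that cut the binding signal by more than half at the single screening dose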;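 also: His-tagged Mcl-1 with europium anti-His antibody binding Bid BH3 peptide; 0% = Mcl-1 plus peptide wells and 100% = peptide-only wells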
# Bim-Bcl-XL: inhibitors of Bim-Bcl-XL interaction, human; Q07817; Bim peptide-Bcl-XL binding, bead flow cytometry, fluorescence; inhibition, % at 10 µM; 190,000 compounds, 0.04% hits; AID 1007
# Target sequence (Q07817 whole entry, looked up): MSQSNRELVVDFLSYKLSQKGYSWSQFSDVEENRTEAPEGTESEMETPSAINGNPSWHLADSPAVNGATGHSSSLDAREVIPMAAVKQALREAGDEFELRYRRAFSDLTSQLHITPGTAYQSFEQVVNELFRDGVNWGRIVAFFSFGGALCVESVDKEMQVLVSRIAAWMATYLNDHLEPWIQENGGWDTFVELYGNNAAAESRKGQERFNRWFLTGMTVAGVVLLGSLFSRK
# * hit, by the source's call; ? = inconclusive; & = joins results of further samples. Rule as the data show it, unless noted: active = inhibition above about 40%.
structure	Bim-Bcl-2	RGS4-Gao reg	RGS8-Gao	Bcl-W Bim block	GSH fluor	Bfl-1 Bim block	RGS7-Gao reg	Bcl-B Bim block	Bim-Mcl-1	Mcl1-Bid inh	Bim-Bcl-XL
CC1(C)C2CCC1(CS(=O)(=O)Nc1ccc(S(=O)(=O)N3CCCC3)cc1)C(=O)C2 (configuration not stated)	3	105	109	0	9	10	104	1	-3	-30	-1
CCOCCOC(NC(=O)c1ccccc1)(C(F)(F)F)C(F)(F)F	0	100	103	-2	10	0	104	-1	-2	-10	-4
CC(=O)Oc1ccc(/C=N/NC(=O)CCSc2ccccc2)cc1	1	99	104	0	10	3	96	3	1	3	2
N#Cc1c(NC(=O)c2ccc(Cn3cc(Br)cn3)o2)sc2c1CCCCCC2	0	98	92	0	15	10	101	-19	-5	-7	-3
O=C(CSc1nnc(CNC(=O)c2ccco2)o1)c1ccccc1	-9	94	97	2	44	-8	98	-7	1	-9	0
COc1ccc(OC)c(N/C(C)=C/C(=O)c2ccc(Br)cc2)c1	0	101	103	-3	10	-1	107	-1	-2	-22	-1
COC(=O)c1c(NC(=O)c2c(-c3ccccc3Cl)noc2C)sc2c1CCC2	-9	98	101	4	45	-9	102	-7	0	-13	-9
CCCc1cc(C(=O)NC2CCCC2)no1	-3	102	102	-2	19	-10	104	-3	-1	-4	-4
OCCOCCOc1ccccc1OCCOCCO	-4	104	100	-2	13	-7	99	-3	-1	-7	-2
COc1cc(C(=O)N/N=C2\CCS(=O)(=O)c3ccc(F)cc32)cc(OC)c1OC	-3	102	95	-5	11	-2	100	-7	-3	-36	-4
CC(=O)/C(=N\Nc1ccc(Cl)cc1Cl)Sc1cccc2cccnc12	0	100	95	0	8	3	105	-8	-1	-38	-1
CCOC(=O)c1ccc(NC(=S)NNC(=O)COC)cc1	0	108	107	-2	5	0	109	-12	-4	-63	-2
CCc1nnc(NC(=O)CSc2ncc(-c3ccccc3)n2C)s1	5	97	100	0	14	1	101	0	-1	-31	0
CC(=O)Nc1ccc(NCN2C(=O)[C@@H]3[C@H]4CC[C@H](C4)[C@@H]3C2=O)cc1	-4	100	100	-3	10	-1	104	-9	-5	-41	-5
O=C(CS(=O)(=O)c1cn(Cc2ccc(F)cc2)c2ccccc12)N1CCCCC1	-7	87	78	-1	20	-8	89	-4	-3	1	-4
CCCN1CCN(C(=O)c2cc3c(s2)-c2ccccc2S(=O)(=O)C3)CC1	-10	90	99	1	27	-11	103	-7	0	-3	-5
COc1ccc(C(=O)NNC(=O)CSc2ccccc2)cc1	-7	103	101	-3	20	-4	104	-8	2	-6	-4
Cc1ccc(S(=O)(=O)N=Nc2c(O)[nH]c3ccccc23)cc1	0	94	99	3	12	-3	94	-4	2	-25	0
CC1CC(C)(C)NC(=S)O1 (configuration not stated)	-3	108&103	101&102	-2	25	-6	?	-4	-1	-5&-38	-3
Cc1cc(NCc2ccccc2)nc(N2CCOCC2)n1	-6	105	104	-1	11	-1	101	-3	-4	-19	-2
Cc1cc(C)cc(NS(=O)(=O)c2ccc(NC(=S)Nc3ccccc3)cc2)c1	0	101	102	-1	4	0	101	-3	-2	-52	-3
O=C(CSc1ccccc1)Nc1ccc(C(=O)Nc2ccc(O)cc2)cc1	-1	103	105	-3	69	-1	102	-2	-3	9	-3
O=C(CSc1ccccn1)Nc1nc2c(ccc3ccccc32)s1	0	106	105	-3	8	0	103	-5	-3	2	-5
CCN1C(=O)c2ccccc2S(=O)c2ccc(C(=O)N3CCN(C(=O)c4ccco4)CC3)cc21 (configuration not stated)	-6	102	104	-1	22	-9	96	-8	0	-14	-4
Cn1c(=O)c2nc(Cl)c(-c3ccccc3)nc2n(C)c1=O	-2	100	99	-5	19	-2	103	-6	-5	30	-6
C=CCOC(=O)C1=C(C)NC(SCC(=O)OCC)=C(C#N)C1c1ccc(O)c(OC)c1 (configuration not stated)	-1	102	100	5	5	-4	102	-4	0	-44	-8
O=C(c1ccco1)N1CCN(S(=O)(=O)N2CCOCC2)CC1	1	109	102	2	10	0	105	1	3	-16	0
COc1ccc(NC(=O)CSc2cccc3cccnc23)c(OC)c1	1	96	96	-6	9	4	106	-8	-12	1	-8
COc1ccc(CCCc2nnc(SCc3nc4ccccc4c(=O)[nH]3)n2C)cc1C	5	100	102	3	13	8	?	7	1	5	3
CC1CCc2c(sc(NC(=O)C3c4ccccc4Oc4ccccc43)c2C(N)=O)C1 (configuration not stated)	-1	105	102	-4	8	0	102	-10	-3	-31	-7
CCOC(=O)C1CCN(C(=O)C2CCCCC2)CC1	1	109	102	-1	20	-1	106	-2	-3	0	-1
COCCSc1ccccc1C(=O)Nc1nnc(C)s1	-7	98	99	0	29	-16	99	-9	-2	2	-4
CCCCOc1ccc(C(=O)NCC(=O)OC2CCOC2=O)cc1 (configuration not stated)	-1	97	101	3	11	1	100	-1	0	-8	1
COc1cccc(C(=O)Nc2ccc(NC(=O)c3ccco3)c(Cl)c2)c1	2	92	95	-2	13	-4	90	-1	0	-16	-2
C/C(N)=C(/C#N)C(=O)CSc1nnc(SCc2ccc(Cl)cc2)s1	0	95	98	3	24	-9	93	-1	-2	-5	-1
Cc1ccc(N2C(=O)C3C(c4ccccc4)N4CCCN4C3(C)C2=O)cc1 (configuration not stated)	-12	102	100	-4	18	-9	105	-15	-3	-27	-7
COc1ccc(-c2ccc3c(n2)sc2c(=O)[nH]c(=O)[nH]c23)cc1OC	0	100	106	2	8	1	98	-19	-3	-7	-3
COc1cc(/C=N/NC(=O)[C@H](Cc2c[nH]c3ccccc23)NC(=O)OCC(C)C)cc([N+](=O)[O-])c1O	0	95	93	0	7	1	92	1	1	-63	-1
COc1ccc2nc(NC(=O)C3CCN(S(=O)(=O)c4cnc[nH]4)CC3)sc2c1	-8	105	103	-5	23	-17	97	-10	-5	-11	-7
O=C(c1ccccc1)c1ccc(OCCCN2CCCC2)cc1	-5	106	104	-3	16	-14	102	-5	0	24	-8
N#CC1=C(S)N(c2ccc(F)cc2)C(c2ccco2)NC1=O (configuration not stated)	0	90	81	2	77	23	111	-19	-1	-22	-3
COc1ccc2c(c1O)Cc1ccccc1C2=O	4	100	100	5	8	6	97	1	0	2	3
COc1ccc2[nH]c(=O)c(CN(Cc3cccs3)S(=O)(=O)c3c(C)ccc4nsnc34)cc2c1	-8	107	106	-1	36	-6	105	-6	0	-6	-1
CC(=O)N/N=C(\C)CC(=O)NC(C)(C)C	5	101	105	-1	12	4	102	-3	22	-9	-1
COc1cc2c(cc1OC)CN(Cc1cc(=O)oc3cc(C)c(Cl)cc13)CC2	0	102	100	-4	8	2	103	-10	-10	4	-7

# Quoted from the listing for reference:
structure	Bim-Bcl-2	RGS4-Gao reg	RGS8-Gao	Bcl-W Bim block	GSH fluor	Bfl-1 Bim block	RGS7-Gao reg	Bcl-B Bim block	Bim-Mcl-1	Mcl1-Bid inh	Bim-Bcl-XL
CCCCOc1ccc(C(=O)NCC(=O)OC2CCOC2=O)cc1 (configuration not stated)	-1	97	101	3	11	1	100	-1	0	-8	1
COc1cccc(C(=O)Nc2ccc(NC(=O)c3ccco3)c(Cl)c2)c1	2	92	95	-2	13	-4	90	-1	0	-16	-2
C/C(N)=C(/C#N)C(=O)CSc1nnc(SCc2ccc(Cl)cc2)s1	0	95	98	3	24	-9	93	-1	-2	-5	-1
Cc1ccc(N2C(=O)C3C(c4ccccc4)N4CCCN4C3(C)C2=O)cc1 (configuration not stated)	-12	102	100	-4	18	-9	105	-15	-3	-27	-7
COc1ccc(-c2ccc3c(n2)sc2c(=O)[nH]c(=O)[nH]c23)cc1OC	0	100	106	2	8	1	98	-19	-3	-7	-3
COc1cc(/C=N/NC(=O)[C@H](Cc2c[nH]c3ccccc23)NC(=O)OCC(C)C)cc([N+](=O)[O-])c1O	0	95	93	0	7	1	92	1	1	-63	-1
COc1ccc2nc(NC(=O)C3CCN(S(=O)(=O)c4cnc[nH]4)CC3)sc2c1	-8	105	103	-5	23	-17	97	-10	-5	-11	-7
O=C(c1ccccc1)c1ccc(OCCCN2CCCC2)cc1	-5	106	104	-3	16	-14	102	-5	0	24	-8
N#CC1=C(S)N(c2ccc(F)cc2)C(c2ccco2)NC1=O (configuration not stated)	0	90	81	2	77	23	111	-19	-1	-22	-3
COc1ccc2c(c1O)Cc1ccccc1C2=O	4	100	100	5	8	6	97	1	0	2	3
COc1ccc2[nH]c(=O)c(CN(Cc3cccs3)S(=O)(=O)c3c(C)ccc4nsnc34)cc2c1	-8	107	106	-1	36	-6	105	-6	0	-6	-1
CC(=O)N/N=C(\C)CC(=O)NC(C)(C)C	5	101	105	-1	12	4	102	-3	22	-9	-1
COc1cc2c(cc1OC)CN(Cc1cc(=O)oc3cc(C)c(Cl)cc13)CC2	0	102	100	-4	8	2	103	-10	-10	4	-7

# (cont.)
structure	Bim-Bcl-2	RGS4-Gao reg	RGS8-Gao	Bcl-W Bim block	GSH fluor	Bfl-1 Bim block	RGS7-Gao reg	Bcl-B Bim block	Bim-Mcl-1	Mcl1-Bid inh	Bim-Bcl-XL
CN1CCN(S(=O)(=O)c2ccc(Cc3ccc(S(=O)(=O)N4CCN(C)CC4)cc3)cc2)CC1	-9	94	97	-2	14	-14	90	-10	0	-44	-1
Cc1ccc(NS(=O)(=O)c2ccc(NC(=O)CSc3ccc(Cl)cc3)cc2)c(C)c1	-3	102	104	-2	13	-1	104	-2	0	6	0
CC(OC(=O)CN1C(=O)NC(C)(C)C1=O)C(=O)c1ccccc1 (configuration not stated)	4	95	105	0	6	1	99	-2	2	-21	2
CC1CCN(CCC(=O)N2CCCc3c2c(=O)oc2ccc(O)cc32)CC1	1	104	102	-2	14	3	99	0	-1	-23	-1
Cc1cccc(-c2cc(C(=O)NCCCn3ccnc3)c3ccccc3n2)c1	-10	103	103	0	44	-10	101	-6	-2	-27	4
CC(=O)c1c(C)[nH]c(C(=O)N(CCc2ccccc2)Cc2ccccc2)c1C	-2	97	101	-2	11	-4	96	-2	-4	-8	-6
CC1(C)CC(=O)c2sc(NC(=O)CN3C(=O)CCC3=O)nc2C1	-3	103	104	-1	12	-5	104	-6	0	11	-6
O=C(NCCOCc1ccc(Cl)cc1)c1ncn[nH]1	-6	99	101	-6	10	-7	102	-10	-5	-18	-7
CC1CCC(NC(=O)COc2ccccc2C(N)=O)CC1 (configuration not stated)	-4	101	101	0	16	-14	100	-5	2	-60	-4
CCCNC(=O)c1cccc(Cn2cc(Br)c([N+](=O)[O-])n2)c1	0	86	80	0	10	0	89	-4	-2	7	-4

# Entries of single compounds from above. Order of screens: Bim-Bcl-2	RGS4-Gao reg	RGS8-Gao	Bcl-W Bim block	GSH fluor	Bfl-1 Bim block	RGS7-Gao reg	Bcl-B Bim block	Bim-Mcl-1	Mcl1-Bid inh	Bim-Bcl-XL
# O=C(NCCOCc1ccc(Cl)cc1)c1ncn[nH]1 in the list: -6	99	101	-6	10	-7	102	-10	-5	-18	-7
# CC(=O)c1c(C)[nH]c(C(=O)N(CCc2ccccc2)Cc2ccccc2)c1C in the list: -2	97	101	-2	11	-4	96	-2	-4	-8	-6

# Bioassay records deposited in PubChem by several laboratories.
